AID inhibitor – activation induced cytidine deaminase inhibition; Q9GZX7; 0.32% of 91,000 active; AID deamination FRET fluorescence, UDG-coupled, 4 h; Potency, µM (titrated, usually from 115 µM), for inactives: at the top dose activity change, negative = inhibition, usual class: inhibitors; AID 1347428; note: nearly all actives have a fitted effect of over 25% in size
Target sequence (Q9GZX7 whole entry, looked up): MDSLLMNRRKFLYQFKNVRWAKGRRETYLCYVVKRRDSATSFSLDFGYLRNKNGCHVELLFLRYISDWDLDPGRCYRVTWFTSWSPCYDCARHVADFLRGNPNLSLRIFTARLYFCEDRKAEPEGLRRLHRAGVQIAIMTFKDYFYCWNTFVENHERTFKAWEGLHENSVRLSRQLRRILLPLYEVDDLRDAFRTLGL
UDG counterscr – UDG inhibition counter-screen. Potency, µM (doses to about 115 µM), for the others: at the highest dose activity change, negative = inhibition, usual class: inhibitors. 0.14% of 91,000 active. FRET deamination/UDG coupled assay, UDG read, 4 h; note: nearly all actives have a fitted effect of over 65% in size
Numbers without * were called inactive; ? = inconclusive; [ ] = dose if it differs, or a comment. Calls come from the whole dose curve; as a rule, active = well fitted curve in the direction sought with a large enough effect; inconclusive = small, poorly fitted or top-dose-only effect, or another doubt; inactive = no such curve, though single readings can be large; an effect the other way counts as inactive or inconclusive. % is set by controls: 0 for no effect and ±100 for the full control effect; potency is the fitted concentration of half-maximal effect. Not all compounds are listed. The share of hits here may be higher or lower than overall.

A first look, 7 compounds:
cpd | mol | AID inhibitor | UDG counterscr
1 | Cc1ccccc1CN1c2ccccc2-c2nc(SCC(=O)Nc3cc(F)ccc3F)ncc2S1(=O)=O | 3% | 4%
2 | COc1ccc(/C=N/OCc2cc(Cl)c3c(c2)OCO3)cc1OC | -14% | -9%
3 | COc1ccc(C2SCc3cc(C)c(C)cc3CS2)cc1 | -4% | -9%
4 | COc1c(C2CC(=O)Nc3c2ncn3-c2cccc(Cl)c2)cc2c(c1OC)OCO2 (centres undefined) | ? | -7%
5 | CCCCCn1c(NCCO)nc2c1c(=O)[nH]c(=O)n2C | 0% | 7%
6 | COc1ccc(CCNC(=O)Cn2c(=O)c3cccn3c3ccc(F)cc32)cc1OC | 79µM* | 8%[57.5 µM]
7 | C=CCNCc1ccc(OCC)c(OCC)c1 | -4% | -9%

All compounds of this part, from the start:
cpd | mol | AID inhibitor | UDG counterscr
1 | Cc1ccccc1CN1c2ccccc2-c2nc(SCC(=O)Nc3cc(F)ccc3F)ncc2S1(=O)=O | 3% | 4%
2 | COc1ccc(/C=N/OCc2cc(Cl)c3c(c2)OCO3)cc1OC | -14% | -9%
3 | COc1ccc(C2SCc3cc(C)c(C)cc3CS2)cc1 | -4% | -9%
4 | COc1c(C2CC(=O)Nc3c2ncn3-c2cccc(Cl)c2)cc2c(c1OC)OCO2 (centres undefined) | ? | -7%
5 | CCCCCn1c(NCCO)nc2c1c(=O)[nH]c(=O)n2C | 0% | 7%
6 | COc1ccc(CCNC(=O)Cn2c(=O)c3cccn3c3ccc(F)cc32)cc1OC | 79µM* | 8%[57.5 µM]
7 | C=CCNCc1ccc(OCC)c(OCC)c1 | -4% | -9%
8 | COc1cc(Nc2ncc3c(n2)CCN(Cc2cc(F)cc(F)c2)C3)cc(OC)c1 | -19% | -12%
9 | CCCOc1ccc(CNC(=O)C(CC)n2nc(C)c3sc4ccccc4c3c2=O)cc1 (centres undefined) | ? | ?
10 | CCCCCCn1nc(C(=O)Nc2ccc(OC)c(OC(F)F)c2)c2ccccc2c1=O | -7% | -3%
11 | CC(C)C(C)(C#N)NC(=O)CCc1ccccc1 (centres undefined) | 5% | 9%
12 | Cc1ccc(-c2csc(=Nc3ccccc3)n2CCCO)cc1 | ? | ?
13 | O=c1c2ccccc2c(-c2ccc(Cl)cc2)nn1-c1cc(N2CCOCC2)ccc1[N+](=O)[O-] | -5% | -9%
14 | CCOC(=O)c1cnc2ccc(C)cc2c1Nc1ccc(C(C)=O)cc1 | -3% | -6%
15 | Cc1c(Cl)cccc1NC(=O)c1nc2ccccc2nc1N1CCCC1 | 0% | 1%
16 | CCOCCCNCc1ccc(C)s1 | -1% | -3%
17 | Cc1ccc(NC(=O)Cn2c(=O)n(CCCCC(=O)NCc3ccccc3Cl)c(=O)c3ccccc32)cc1C | 0% | -8%
18 | COc1cc(Cl)c(NC(=O)C2CCN(S(=O)(=O)c3c(C)noc3/C=C/c3ccccc3F)CC2)c(OC)c1 | -9% | -8%
19 | CC1(C)CC(=O)C2=C(C1)NC(=O)C(C#N)C2c1ccccc1 (centres undefined) | 8% | -5%
20 | CCc1ccc(NC(=O)c2ccc3nc(C(C)C)oc3c2)cc1 | 19% | -6%
21 | CC(C)c1ccc(NC(=O)c2ccc3c(O)c(S(=O)(=O)c4ccccc4)c(=O)[nH]c3c2)cc1 | ? | -1%
22 | O=C(NCc1ccc(Cl)cc1)c1ccc(NC(=O)N2CC3CCCN3c3ccccc32)cc1 (centres undefined) | 3% | 17%
23 | Cc1ccc(Cl)cc1N1CCN(C(=O)c2cn(C)c3ccc(S(=O)(=O)N4CCCCC4)cc3c2=O)CC1 | ? | -6%[57.5 µM]
24 | Cc1ccc(NC(=O)C(C)Sc2ncnc3c2sc2nc4c(cc23)COC(C)(C)C4)cc1 (centres undefined) | 9% | -9%
25 | Cc1c(Cl)cccc1S(=O)(=O)Nc1ccc(NC(N)=O)cc1 | 2% | -6%
26 | O=C(CN1CCN(Cc2ccc(F)cc2Cl)C1=O)NCCc1ccc(Cl)cc1 | -23% | -12%
27 | NC(=O)NNC(=S)Nc1ccc(SC(F)F)cc1 | -3% | 4%
28 | NS(=O)(=O)c1ccc(N/N=C/c2ccccc2)c([N+](=O)[O-])c1 | -11% | -3%
29 | COc1ccc(Cl)cc1NC(=O)Cn1nc(Cc2ccncc2)c2ccccc2c1=O | ? | 5%
30 | CCN(CC)C(=O)Cn1cc(SCC(=O)Nc2cccc(F)c2)c2ccccc21 | 5% | 2%
31 | O=[N+]([O-])c1cc(Nc2ccccc2)c(/C=N/Nc2ccccc2)c([N+](=O)[O-])c1 | 20% | -5%
32 | Cc1ccccc1C(=O)N1CCC(C(=O)NCC(F)(F)F)CC1 | 5% | -3%
33 | S=C(N/N=C/C1CC=CCC1)NC1CCCCC1 (centres undefined) | -3% | 0%
34 | CCC(C)NC(=O)/C(C)=C/c1ccccc1 (centres undefined) | 4% | 3%
35 | Cc1cccc(C(=O)Nc2nnc(S(=O)(=O)N(C)Cc3ccccc3)s2)c1 | 5% | 2%
36 | CCOc1ccc(NC(=O)Cc2ccccc2)c2cccnc12 | 54%[activator] | 0%
37 | O=Cc1ccc(OCCN2CCCC2)cc1 | 8% | 6%
38 | Cc1ccc(S(=O)(=O)c2nnn3c2nc(N2CCCC2)c2sccc23)cc1 | -1% | 59%[activator]
39 | CSc1nc(N)c2c3c(sc2n1)CCCC3C (centres undefined) | -10% | -7%
40 | O=C1COc2ccc(-c3cc(-c4ccccc4)c4c(n3)-c3cc(Cl)ccc3OC4)cc2N1 | 11% | 0%
41 | CCOC(=O)c1ccc(Nc2nc3nonc3nc2Nc2cccc(C)c2C)cc1 | -2% | 3%
42 | Cc1ccc(Cl)cc1NC(=O)c1sc(-n2nc(C)c(Cc3ccc4c(c3)OCO4)c2C)nc1C | -2% | -2%
43 | COc1ccc(Nc2nc(N)nc(CSc3nc4ccccc4s3)n2)cc1 | ? | ?
44 | CCN(c1ccc(-c2csc(C3CC3)n2)cc1)S(C)(=O)=O | -16% | -18%
45 | Cc1cccc(N2CCN(C(=O)Cc3c(C(=O)O)c(C)cn3C)CC2)c1C | -11% | -7%
46 | CCCC(=O)n1nc(NCc2ccc(OCC)cc2)nc1NCc1ccc(OCC)cc1 | 6% | 5%
47 | Cc1cc(NC(=O)CN2C(=O)CSc3ccc(S(=O)(=O)N(C)C)cc32)ccc1Br | -3% | 1%
48 | COc1ccc(Cn2c(=O)c3sccc3n(CC(=O)NCc3ccccc3)c2=O)cc1 | 2% | 9%
49 | COc1ccc(CNC(=O)c2ccc3c(c2)N(Cc2cccc(Cl)c2)C(=O)c2ccccc2S3)c(OC)c1 | -8% | 1%
50 | O=C(/C=C/c1cccc([N+](=O)[O-])c1)OCCCC(=O)c1ccc(F)cc1 | -4% | 3%
51 | COc1ccc(S(=O)(=O)N2CCN(Cc3nc4cc(C(=O)N5CCCCC5)ccc4o3)CC2)cc1 | -7% | 2%
52 | CCOc1ccc(S(=O)(=O)NCCO)cc1 | -6% | -5%
53 | O=S(=O)(NCC(c1ccco1)S(=O)(=O)c1ccccc1)c1cc(F)ccc1F (centres undefined) | 23% | -2%
54 | Cc1cc(C)cc(C(=O)NCCc2sc(-c3ccc(F)cc3)nc2C)c1 | ? | 0%
55 | CCOC(=O)c1ccc(CN(Cc2ccccc2)S(=O)(=O)c2ccc(Cl)cc2)cc1 | ? | -12%
56 | Cc1ccc(CN2C(=O)CC(c3ccc(Cl)cc3)c3c(C)nn(-c4nc(C)cc(C)n4)c32)cc1 (centres undefined) | -14% | 2%
57 | CCOC(=O)c1[nH]c2ccccc2c1NC(=O)c1cc(OC)cc(OC)c1 | 7% | -11%
58 | Cc1cc(C)cc(NC(=O)Cn2nnc(C(=O)NCc3ccccc3Cl)c2N)c1 | -1% | 0%
59 | Cc1oc(-c2ccccc2)nc1C(=O)NCCN1CCOCC1 | 6% | 0%
60 | COc1ccc(NC(=O)CSc2c3c(nc4ccccc24)CCC3)cc1Cl | 1% | -7%[57.5 µM]

(listing goes on)
cpd | mol | AID inhibitor | UDG counterscr
61 | COc1ccc(-n2c(=O)c3c4c(sc3n(Cc3ccc(F)cc3)c2=O)CN(C(C)=O)CC4)c(OC)c1 | -2% | -11%
62 | Cc1ccc(N(C(C)C(=O)NCc2ccccc2)S(C)(=O)=O)cc1C (centres undefined) | 0% | -2%
63 | CCCOc1ccc(C2c3c(-c4ccccc4O)n[nH]c3C(=O)N2Cc2ccncc2)cc1OCC (centres undefined) | 10% | -17%
64 | Cc1ccc2cccc(NC(=O)c3ccc(-c4cc(Cl)ccc4Cl)o3)c2n1 | 20% | -2%
65 | O=C(OCC(=O)N1CCc2ccccc21)c1ccc(Cl)c([N+](=O)[O-])c1 | 2% | 6%
66 | Cc1ccc(-c2cnc(C3CC3)o2)cc1S(=O)(=O)Nc1cccc(C#N)c1 | 12% | ?
67 | CCOc1ccc(CNC(=O)c2cc3n(n2)CC(C)(C(=O)NC2CCCC2)N(CC)C3=O)cc1 (centres undefined) | -11% | 12%
68 | O=C(NC1CCS(=O)(=O)C1)c1n[nH]c(=O)c2ccccc12 (centres undefined) | 0% | -14%
69 | CNC(=O)NC(=O)CN(C)C1CCCCCC1 | 9% | -1%
70 | O=S(=O)(NCC(c1ccco1)S(=O)(=O)c1cccs1)c1ccccc1 (centres undefined) | 11% | 0%
71 | Cc1ccc2oc3c(c(=O)c2c1)C(c1ccc(O)cc1)N(CCCN(C)C)C3=O (centres undefined) | 22% | -3%
72 | Cc1ccc(-n2c(=O)c3c4c(sc3n(Cc3ccccc3C)c2=O)CCC4)cc1C | -9% | 0%
73 | Cc1ccc(Cl)cc1N1CCN(CCCNC(=O)C2COc3ccccc3C2)CC1 (centres undefined) | -20% | -20%
74 | CCOC(=O)c1ccc(CN(Cc2ccc(F)cc2)S(=O)(=O)c2ccc(F)cc2)cc1 | -8% | -4%
75 | CCc1ccc(OC(=O)c2ccc(C)cc2)cc1 | -8% | -2%
76 | CCCSCCCNC(=O)c1cc2n(n1)CCCN(Cc1ccc(C)cc1)C2=O | -16% | 0%
77 | COC(=O)COc1coc(CN2CCN(c3ccccc3)CC2)cc1=O | -3% | 2%
78 | O=C(NC1CC1)c1ccc(Cn2c(SCc3ccc(F)cc3)nc3cccnc32)cc1 | 3% | -2%[57.5 µM]
79 | Cc1ccc(CNC(=O)C(CC(C)C)N2Cc3ccccc3C2=O)cc1 (centres undefined) | -13% | ?
80 | CCc1ccc(-c2nc(SCc3ncc(-c4ccccc4)o3)n[nH]2)cc1 | -13% | -16%
81 | Cc1cccc2nc(-c3ccco3)c(Nc3ccc4c(c3)OCO4)n12 | -22% | -5%
82 | CC(NC(=S)NC(C)C1CC2CCC1C2)c1ccccc1 (centres undefined) | 5% | 3%
83 | Cc1ccc(OCC(=O)Nc2ccc3[nH]ncc3c2)cc1C | 3% | 1%
84 | COCc1nnc(NC(=O)Cn2ccc3cc(OC)ccc32)s1 | 5% | 3%
85 | COC(=O)CCNC(=O)N1CCc2[nH]cnc2C1c1ccc(OC)cc1F (centres undefined) | 0% | 11%
86 | N#Cc1ccc(-c2ccc(OCc3ccccc3C#N)cc2)cc1 | 0% | 1%
87 | Cc1ccc(C(c2sc3nc(-c4ccco4)nn3c2O)N2CCN(c3ccc(F)cc3)CC2)cc1 (centres undefined) | -18% | -15%[57.5 µM]
88 | CCCN1Cc2cccc(C(=O)Nc3ccc(C(C)=O)cc3)c2C1=O | -1% | -5%
89 | CC(C)(C)NC(NC(=O)c1cccc(Cl)c1)C(Cl)(Cl)Cl (centres undefined) | -3% | 0%
90 | O=C(Nc1ccccc1C(F)(F)F)C12CC3CC(CC(Cl)(C3)C1)C2 | -9% | -2%
91 | CCOC(=O)N1CCc2c(sc(NCc3ccc(N(C)C)cc3)c2C(=O)Nc2ccc(OC)cc2)C1 | 50µM* | -29%
92 | COc1ccc(CCNC(=O)Cn2cc(S(=O)(=O)Cc3ccccc3Cl)c3ccccc32)cc1OC | -23% | 46%[activator]
93 | Cc1cc(C(=O)O)n[nH]1 | 2% | 7%
94 | CC(=O)N1c2c(cc(Br)cc2S(=O)(=O)NCc2ccccc2Cl)CC1C (centres undefined) | 5% | -1%
95 | COc1ccc(CNC(=O)CN(c2ccccc2)S(=O)(=O)N(C)C)cc1 | 24% | 15%
96 | CC(NC(=O)c1ccc(-c2ccco2)cc1)c1ccccc1 (centres undefined) | 1% | -4%
97 | O=C(CSC1=Nc2ccccc2C2=NC(CCC(=O)NC3CCCCC3)C(=O)N12)Nc1cccc(Cl)c1 (centres undefined) | 3% | 11%
98 | CCc1ccc(NC(=O)Cn2cnc3nc4c(cc3c2=O)CCCC4)cc1 | 1% | -17%
99 | CN1CCN(c2ncc3c(n2)CCN(Cc2ccccc2Cl)C3)CC1 | 63%[activator] | -3%
100 | O=C(Nc1c(-c2ccccc2)nc2ccccn12)c1ccc(Br)cc1 | -2% | 1%
101 | COc1ccc(-c2nc(CS(=O)CC(=O)NCc3ccccc3Cl)c(C)o2)cc1OC (centres undefined) | ? | 11%
102 | COc1ccc(-c2cc(C(F)(F)F)nc(NCc3ccc(F)cc3)n2)cc1 | ? | ?
103 | COc1ccc(N2CCN(C3(c4ccccc4)C(=O)c4ccccc4C3=O)CC2)cc1 | -3% | -12%
104 | Cc1ccc(S(=O)(=O)N2CCN(Cn3ncc4ccccc4c3=O)CC2)cc1 | 1% | -1%
105 | Cc1ccccc1CC(=O)Nc1cccc2cccnc12 | -3% | 0%
106 | C[N+](CCOCc1ccccc1)(CCOCc1ccccc1)CCOCc1ccccc1 | -23% | -6%
107 | CCOc1ccc(-c2nc3c(C#N)c[nH]n3c2NC2CCCC2)cc1 | -14% | -1%
108 | COc1ccc(C(=O)N(Cc2ccc(N(C)C)cc2)Cc2ccco2)cc1Cl | ? | -22%

Screening data as filed in PubChem BioAssay.
